CHT inh: inhibitors of human choline transporter CHT; Q9GZV3; CHT-expressing cells, membrane potential dye, choline response; active compounds read low; B-score at 10 µM; hit rate 0.86% among 310,000; AID 488975;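 active = B-score over 3 SD under the library average, and starting fluorescence ratio not unusually high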;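 also: choline stimulus applied at its EC90 after an EC20 pre-addition; B-score computed on integrated fluorescence ratio after choline addition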
Target sequence (Q9GZV3 whole entry, looked up): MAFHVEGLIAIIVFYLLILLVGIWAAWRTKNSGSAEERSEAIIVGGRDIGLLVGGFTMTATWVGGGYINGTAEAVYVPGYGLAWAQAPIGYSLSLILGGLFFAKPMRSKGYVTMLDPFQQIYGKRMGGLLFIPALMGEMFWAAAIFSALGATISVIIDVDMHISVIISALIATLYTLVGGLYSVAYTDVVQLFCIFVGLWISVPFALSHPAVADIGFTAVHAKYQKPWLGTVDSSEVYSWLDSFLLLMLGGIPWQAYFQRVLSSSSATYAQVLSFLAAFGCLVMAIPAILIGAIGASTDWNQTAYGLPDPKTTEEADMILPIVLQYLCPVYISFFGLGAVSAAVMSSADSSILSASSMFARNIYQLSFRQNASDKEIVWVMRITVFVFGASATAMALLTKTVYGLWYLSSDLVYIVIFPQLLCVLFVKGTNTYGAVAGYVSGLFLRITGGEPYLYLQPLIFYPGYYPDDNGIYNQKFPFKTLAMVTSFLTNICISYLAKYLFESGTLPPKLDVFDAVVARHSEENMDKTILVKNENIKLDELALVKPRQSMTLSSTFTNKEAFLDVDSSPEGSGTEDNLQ
CHT PAM: allosterically activates the human high affinity choline transporter. Q9GZV3. CHT-expressing cells, membrane potential dye, choline EC20; active compounds read high; LV-AA mutant CHT in HEK293 cells. B-score at 10 µM. hit rate 0.49% among 310,000;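 active = initial fluorescence not abnormally high and integrated response B-score, plate-corrected, over 3 SD above library mean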
An asterisk follows results filed as active; i = inactive. No enrichment for hits; any-hit rate near 1.5%.

SMILES	CHT inh	CHT PAM
O=C(COC(=O)COc1cccc(Br)c1)Nc1c(Cl)cccc1Cl	i	i
O=C(N1CCOCC1)N(CCN1CCOCC1)Cc1cccc2ccccc12	i	i
CCOc1ccc(NC(=O)c2sc3nc(C)nc(N4CCOCC4)c3c2C)cc1	i	i
COc1ccccc1N1C(=O)c2cccc3cccc(c23)C1=O	i	i
NC(=O)c1ccc(S(=O)(=O)N2CCSCC2)cc1	i	i
CN(C)C(=O)c1ccc(NC(=O)CN2C(=O)NC3(CCCc4ccccc43)C2=O)cc1 (stereo unspecified)	i	i
CS(=O)(=O)N(CC(=O)NCCSCc1ccco1)c1ccc(Cl)cc1	i	i
COc1cccc(-n2c(SCC(=O)c3c[nH]c4ccccc34)nc3ccccc3c2=O)c1	i	i
C=CCC(C=C)S(=O)(=O)c1ccc(C)cc1 (stereo unspecified)	i	i
COc1cccc(-c2noc(C3CCCN(C(=O)c4ccc(F)cc4)C3)n2)c1 (stereo unspecified)	i	i

The list goes on, starting with the last 5 of the part before.
SMILES	CHT inh	CHT PAM
CN(C)C(=O)c1ccc(NC(=O)CN2C(=O)NC3(CCCc4ccccc43)C2=O)cc1 (stereo unspecified)	i	i
CS(=O)(=O)N(CC(=O)NCCSCc1ccco1)c1ccc(Cl)cc1	i	i
COc1cccc(-n2c(SCC(=O)c3c[nH]c4ccccc34)nc3ccccc3c2=O)c1	i	i
C=CCC(C=C)S(=O)(=O)c1ccc(C)cc1 (stereo unspecified)	i	i
COc1cccc(-c2noc(C3CCCN(C(=O)c4ccc(F)cc4)C3)n2)c1 (stereo unspecified)	i	i
CC(Sc1nc2c(N)ncnc2n1CCOc1ccccc1)C(=O)O (stereo unspecified)	i	i
CC(=O)c1c(C)[nH]c(C(=O)NCCC2=CCCCC2)c1C	i	i
NCC12CC3CC(C1)CC(c1ccc(Cl)cc1)(C3)C2	i	i
COc1ccccc1NC(=S)NCc1ccccn1	i	i
CCOC(=O)c1ccc(NC(=O)CSc2nnc(COc3ccccc3)n2C)cc1	i	i
CC(C)(C)NC(=O)C(=O)NCc1ccccn1	i	i
CC1CCCCC1NC(=O)CN1CCN(Cc2ccccc2Cl)C1=O (stereo unspecified)	i	i
COc1ccc(S(=O)(=O)Cc2ccc(C(=O)NC3CCCCC3)o2)cc1	i	i
Cc1nc(NCc2ccco2)c2c(C)c(C)sc2n1	i	i
Cc1ccccc1CNS(=O)(=O)c1ccccc1[N+](=O)[O-]	i	i
COc1ccccc1-c1nnc2n1N=C(c1ccc(O)c(O)c1)CS2	i	i
COc1ccc2cc(C(=O)Nc3c(C)n(C)n(-c4ccccc4)c3=O)sc(=O)c2c1OC	i	i
Cc1cccc(OCC(=O)Nc2cccc(C(=O)Nc3ccccc3C(=O)O)c2)c1	i	i
CN(C(=O)c1cccnc1)c1nnc(-c2cccnc2)s1	i	i
CC(c1ccccc1)c1nnc(N)s1 (stereo unspecified)	i	i
O=C(NNC(=O)c1cc(Br)ccc1Cl)c1csc(N2CCOCC2)n1	i	i
COc1cccc(N2C(=O)Nc3ccc(Br)cc3C2(O)C(=O)NCCN(C)C)c1 (stereo unspecified)	i	i
CCCCN=C1NN=C(c2cccc([N+](=O)[O-])c2)CS1	i	i
CCCCOc1ccc(C(=O)NCCC(=O)NCCCC(=O)OCC)cc1	i	i
COc1ccc(-c2noc(N3CCCC(C(=O)Nc4ccc(F)cc4F)C3)n2)cc1 (stereo unspecified)	i	i
CC1CCCCN1C(=O)CN(C)S(=O)(=O)c1cccc2nsnc12 (stereo unspecified)	i	i
COc1cc(F)ccc1S(=O)(=O)N1CCN(c2ccccc2)CC1	i	i
Cn1c(/N=C/c2ccccc2[N+](=O)[O-])nc2ccccc21	i	i
CC(=O)c1ccc(OCc2cc(C(=O)N(C)Cc3ncc(C)[nH]3)no2)cc1	i	i
CCn1c(SCC(=O)Nc2ccc(OCc3ccccc3)cc2)nnc1-c1ccco1	i	i
CC(=O)c1c(-c2ccccc2)c2cc([N+](=O)[O-])ccc2[nH]c1=O	i	i
COC(=O)c1cc(NS(=O)(=O)c2ccc(NCc3cccnc3)c(N)c2)cc(C(=O)OC)c1	i	i
CC(=O)Nc1ccc(S(=O)(=O)N2CCC(C(=O)NCc3cccnc3)CC2)cc1	i	i
Cc1ccc(OCc2ccc(C(=O)NCC3CCCO3)cc2)cc1 (stereo unspecified)	i	i
COc1ccc(C(=O)Cn2nnc(-c3ccccc3NC(=O)C3CCCCC3)n2)cc1	i	i

A second format for part of the listing above.
Results follow in this order: CHT inh, CHT PAM
> Cn1c(/N=C/c2ccccc2[N+](=O)[O-])nc2ccccc21
  i, i
> CC(=O)c1ccc(OCc2cc(C(=O)N(C)Cc3ncc(C)[nH]3)no2)cc1
  i, i
> CCn1c(SCC(=O)Nc2ccc(OCc3ccccc3)cc2)nnc1-c1ccco1
  i, i

More entries follow.
SMILES	CHT inh	CHT PAM
COc1ccc(COc2ccc3c(C)cc(=O)oc3c2)cc1	i	i
C#CCNc1ccc([N+](=O)[O-])cc1	i	i
O=C(NCc1ccc2c(c1)OCO2)c1cc(F)c(F)cc1Cl	i	i
O=C(CCCOc1ccc(Br)cc1)NNC(=O)c1ccncc1	i	i
Cc1ccc(OCC(=O)O/N=C(\N)c2ccccn2)cc1	i	i
O=C(COc1ccc2c(c1)oc(=O)c1ccccc12)N[C@@H](Cc1c[nH]c2ccccc12)C(=O)O	i	i
COc1ccc(CCNc2ccc(C(=O)O)cc2[N+](=O)[O-])cc1OC	i	i
COCCNC(=O)Cc1c(C)c2c(cc(C)c3c(C(C)(C)C)coc32)oc1=O	i	i
CC(C)OC(=O)c1c2nc3ccccc3nc2n2c1[nH]c(=O)c1ccccc12	i	i
O=C(NCc1nnc(SCC(=O)N2CCCc3ccccc32)o1)c1c(F)cccc1Cl	i	i
CCOC(=O)C(CCc1nnc(N)s1)C(=O)OCC	i	i
CC(=O)N1c2ccc(S(=O)(=O)NCCC(=O)Nc3ccc(OC(F)(F)F)cc3)cc2CC1C (stereo unspecified)	i	i
Cc1nc2ccccc2n1CC(=O)OCC(=O)NCCc1ccccc1	i	i
Cc1[nH]c2ccccc2c1C(=O)CNc1nccs1	i	i
COc1ccc(CCNC(=O)c2ccc(N(C)S(=O)(=O)c3ccc(C)cc3)cc2)cc1	i	i
Cc1cc(C)c(NS(=O)(=O)c2ccc(Cl)c(C(=O)O)c2)c(C)c1	i	i
C/C(=N\OC(=O)NC(C)C)c1sc(-c2ccccc2)nc1C	i	i
CCN(CC)CCN(C(=O)c1ccc(C(C)=O)cc1)c1nc2ccc(Cl)cc2s1	i	i
Cc1cc(Br)c(OCC(=O)NN)c2c1CCC2	i	i
CC(C)(Oc1cccc2ccccc12)C(=O)O	i	i
COc1ccc2nc(N/C(=N/S(=O)(=O)c3cccs3)c3ccccc3Cl)sc2c1	i	i
Cc1ccc2nc(SCC(=O)Nc3cccc(Cl)c3)nc(=O)n2c1	i	i
O=C(c1ccccc1NS(=O)(=O)c1ccc2c(c1)OCCO2)N1CCOCC1	i	i
CN(Cc1ccccc1)S(=O)(=O)c1cccc2nsnc12	i	i
COc1ccccc1S(=O)(=O)Cc1ccc(C(=O)NCc2ccccc2)o1	i	i
CC(=O)c1cccc(NC(=O)c2cc(-n3cnnc3)ccc2Cl)c1	i	i
CC(NC(=O)c1cn(C(C)c2ccccc2F)nn1)c1ccncc1 (stereo unspecified)	i	i
O=C(CNC(=O)Cc1ccccc1)NCC(=O)OCC(=O)c1cccc2ccccc12	i	i
COC(=O)c1ccc(CNC(=O)C2CCC(=O)N(Cc3ccccn3)C2)cc1 (stereo unspecified)	i	i
Nc1ccccc1OCCOc1ccccc1N	i	i
COc1cccc(-c2ccc(NC(=O)C3CCCN(Cc4cnc(C)s4)C3)cc2)c1 (stereo unspecified)	i	i
O=C(Nc1ccccc1C(F)(F)F)c1ccsc1	i	i
O=C(Nc1ccc2c(c1)OCCO2)c1ccco1	i	i
CCO[C@@H]1OC(C(=O)N2CCN(Cc3ccc4c(c3)OCO4)CC2)=C[C@H](c2ccc(C(F)(F)F)cc2)[C@H]1CCCO	i	i
Cc1cc([N+](=O)[O-])nn1CC(=O)N/N=C/c1ccc(O)cc1O	i	i
CC1CCN(C(=O)CN(c2ccc(Oc3ccccc3)cc2)S(C)(=O)=O)CC1	-5.5*	i
CC(=O)c1ccc(N2CCN(C(=O)CCS(=O)(=O)c3ccc(C)cc3)CC2)cc1	i	i
Cc1ccc(CC(=O)N2CCN(c3ccccc3F)CC2)cc1	i	i
COc1ccc(NC(=O)c2nc[nH]c2C(=O)N[C@@H](CC(C)C)C(=O)OC(C)(C)C)cc1	i	i
O=C(Nc1ccc(C(=O)N2CCCCC2)cc1)C1=CSCCO1	i	i
O=C(NCc1ccccc1)C1COc2ccccc2O1 (stereo unspecified)	i	i
COc1ccc(CC2(C)OC(c3ccncc3)=NN2C(C)=O)cc1 (stereo unspecified)	i	i
O=C(Cc1ccccc1)NCC(=O)OCC(=O)c1ccc(Cl)c([N+](=O)[O-])c1	i	i
CCC(=O)Nc1nnc(S(=O)(=O)N2CCCCCC2)s1	i	i
CC(Oc1ccccc1Cl)C(=O)N(Cc1ccco1)C1CCS(=O)(=O)C1 (stereo unspecified)	i	i
CN1CCN(c2nc(-c3cccs3)nc3ccccc23)CC1	i	i
Nc1cc(=O)[nH]c(SCc2cccc(Cl)c2)n1	i	i
CCOC(=O)C(Cc1ccccc1)NC(=O)CCc1nnc2ccc(N3CCCC3)nn12 (stereo unspecified)	i	i
CCC(O)(CC)C(=O)N(Nc1ccc(C)cc1)c1ccc(C)cc1	i	i
Cc1ccc(Cn2c(C3CCCN3c3nc(C)cs3)nc3cc(C(=O)NCCCO)ccc32)cc1 (stereo unspecified)	i	i

Going on with the list:
SMILES	CHT inh	CHT PAM
COc1ccc(-n2c(SCC(=O)Nc3ccccc3)nnc2-c2ccoc2C)cc1	i	i
CCCCn1c(N)c(N(CCOC)C(=O)COc2ccc(OCC)cc2)c(=O)[nH]c1=O	i	i
CCSc1nc2sc3c(c2c(=O)n1-c1ccccc1)CCN(C(C)C)C3	i	i
O=C1CCCc2nc(N3CCN(c4ccccc4)CC3)ncc21	i	i
CCOC(CNC(=O)C1CCN(S(=O)(=O)c2ccc3nc4c(c(C(=O)O)c3c2)CC(C)CC4)CC1)OCC (stereo unspecified)	i	i
Cc1ccc(C)c(S(=O)(=O)N2CCCC2CNC(=O)c2ccc([N+](=O)[O-])cc2)c1 (stereo unspecified)	i	i
C=C1CCN(c2ccc(C(=O)NCCC)cc2[N+](=O)[O-])CC1	i	i
O=[N+]([O-])c1ccc(COn2nnc3ccccc32)cc1	i	i
COc1ccc(Br)cc1CNCC1CCCO1 (stereo unspecified)	i	i
NNc1nc(-c2ccccc2)c2cc(Cl)ccc2n1	i	i
COc1ccc(CCNC(=S)NC2CCN(Cc3ccccc3)CC2)cc1OC	i	i
CCc1ccc(NC(=S)Nc2ccc3cn[nH]c3c2)cc1	i	i
O=C(NCC(c1ccco1)N1CCN(c2ccc(F)cc2)CC1)C1CCCCC1 (stereo unspecified)	i	i
O=C(NCCc1nnc2ccc(NCc3ccc(F)cc3)nn12)c1ccccc1	i	i
COc1cccc(N2C(=O)CC(Nc3ccc(N4CCOCC4)cc3)C2=O)c1 (stereo unspecified)	i	i
COc1ccc(-c2cn[nH]c2-c2ccc(OCc3ccc([N+](=O)[O-])cc3)cc2O)cc1	i	i
COc1cc(NC(=O)CN(C)S(=O)(=O)c2cccs2)cc(OC)c1	i	i
CCOC(=O)c1ccc(NC(=S)NNC(=O)c2cc(-c3cccnc3)nc3ccccc23)cc1	i	i
CC(C)CC(NC(=O)C1CCCCC1)C(=O)NC(C)c1ccccc1 (stereo unspecified)	i	i
Cc1cccc2sc(NC(=O)c3ccc(NS(=O)(=O)c4cccs4)cc3)nc12	i	i
COC(=O)c1sccc1NC(=S)N1C(C)CCCC1C (stereo unspecified)	i	i
Cc1ccc(CCNC(=O)c2cccc(NC3=NC4CS(=O)(=O)CC4S3)c2)cc1 (stereo unspecified)	i	i
O=[N+]([O-])c1cccc(CNC2CCCCCC2)c1	i	i
Cc1cc(C[n+]2ccsc2N)c2ncccc2c1	i	i
COc1cccc(/C=N/N(C)C2=NS(=O)(=O)c3ccccc32)c1O	i	i
CCCCCCSC1=C(C#N)C(c2ccccc2)CC(=O)N1 (stereo unspecified)	i	i
CCc1ccccc1S(=O)(=O)Cc1ccc(C(=O)NCCc2ccccc2)o1	i	i
COc1ccc(-n2nc(C(=O)NCC(=O)N3CCN(c4ccccc4OC)CC3)c3ccccc3c2=O)c(OC)c1	i	i
Cc1cc(C(=O)NCCCN2CCN(C3CCCCC3)CC2)n(-c2ccccc2)n1	i	i
CC(=O)Nc1cccc(Oc2ncnc3scc(-c4ccc(C)cc4)c23)c1	i	i

Shown as a hit in CHT inh, of those listed so far:
compound	CHT inh
CC1CCN(C(=O)CN(c2ccc(Oc3ccccc3)cc2)S(C)(=O)=O)CC1	-5.5*

Continued:
SMILES	CHT inh	CHT PAM
CS(=O)(=O)N(CC(=O)N1CCCCCC1)c1cc(Cl)ccc1Cl	i	i
CCc1cc2ccccc2nc1SCC(=O)Nc1cc(C)on1	i	i
Cc1[nH]n(-c2ccc([N+](=O)[O-])cc2)c(=O)c1C=NCCN1CCN(C(=O)c2ccc(F)cc2)CC1	i	i
COc1ccc(/C=N/NC(=O)c2cnccn2)c(OC)c1OC	i	i
CN(C)CCn1c2c(c(SCC(=O)Nc3ccccc3C(F)(F)F)nc1=O)CCCC2	i	i

A stretch taken from the entries so far, for reference:
SMILES	CHT inh	CHT PAM
O=C(COC(=O)COc1cccc(Br)c1)Nc1c(Cl)cccc1Cl	i	i
O=C(N1CCOCC1)N(CCN1CCOCC1)Cc1cccc2ccccc12	i	i
CCOc1ccc(NC(=O)c2sc3nc(C)nc(N4CCOCC4)c3c2C)cc1	i	i
COc1ccccc1N1C(=O)c2cccc3cccc(c23)C1=O	i	i

Screening data deposited in PubChem BioAssay by Johns Hopkins Ion Channel Center.
